# Bioassay records as filed in PubChem.
# TDP1 block = TDP1 (human) enzyme inhibition. 350,000 compounds, 0.28% hits. Q9NUW8. recombinant TDP1, AlphaScreen DNA substrate cleavage. Potency, µM (top dose mostly 130 µM), for the others: at the highest dose activity change, negative = inhibition, hits mostly inhibitors; note: nearly all actives have a fitted effect of over 40% in size
# Target sequence (Q9NUW8 whole entry, looked up): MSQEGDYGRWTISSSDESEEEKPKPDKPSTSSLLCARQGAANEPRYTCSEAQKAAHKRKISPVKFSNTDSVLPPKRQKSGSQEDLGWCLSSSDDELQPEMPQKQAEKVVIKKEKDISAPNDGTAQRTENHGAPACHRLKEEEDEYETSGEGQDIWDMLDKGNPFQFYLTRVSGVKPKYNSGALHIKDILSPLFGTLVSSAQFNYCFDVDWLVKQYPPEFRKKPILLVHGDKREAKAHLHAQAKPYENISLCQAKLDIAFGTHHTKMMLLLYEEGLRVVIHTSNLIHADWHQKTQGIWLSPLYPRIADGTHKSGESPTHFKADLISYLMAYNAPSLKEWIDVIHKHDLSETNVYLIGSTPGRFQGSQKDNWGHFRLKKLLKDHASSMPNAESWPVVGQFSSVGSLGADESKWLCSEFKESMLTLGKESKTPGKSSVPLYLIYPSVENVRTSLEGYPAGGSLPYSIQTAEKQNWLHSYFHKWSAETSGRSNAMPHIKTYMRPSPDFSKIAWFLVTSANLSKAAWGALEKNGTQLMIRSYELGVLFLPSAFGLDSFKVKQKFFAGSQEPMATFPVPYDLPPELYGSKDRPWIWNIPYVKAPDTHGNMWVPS
#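 Tdp1 1 nM final; 15 min RT w/ cpd; substrate 15 nM, 5 min; beads 10 ug/ml, 10 min; AlphaScreen read. Neg ctrl: no enzyme.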
# N370S GC = N370S glucocerebrosidase modulation, Gaucher chaperone candidate; P04062; N370S GC spleen homogenate, 4MU-glucoside fluorescence; 330,000 compounds, 0.092% hits; AID 2101; Potency, µM (titrated, usually from 59.4 µM), for inactives: at the top dose activity change, negative = inhibition, actives largely listed as inhibitors;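 note: 0% = full enzyme activity and -100% = no enzyme basal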
# TDP1 cell noCPT = qHTS for Inhibitors of human tyrosyl-DNA phosphodiesterase 1 (TDP1): qHTS in cells in absence of CPT; 420,000 compounds, 15% hits; DT40 Tdp1-/- hTDP1 cells, no CPT, ATP luminescence, 48 h; Potency, µM (top dose mostly 46.2 µM), without a hit: top-dose activity change, negative = growth inhibition, hits mostly inhibitors; note: nearly all actives have a fitted effect of over 55% in size
#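 Luminescent ATP content (CellTiter-Glo) served as the growth readout. Knockout chicken DT40 cells expressing human TDP1 were exposed to compounds without camptothecin for a minimum 48 hr at 37 °C.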
# Active calls of the source: *; u = inconclusive; x = not tested or not shown; & = joins results of further samples; [ ] = remark or other dose. Calls come from the whole dose curve; as a rule, active = well fitted curve in the direction sought with a large enough effect; inconclusive = small, poorly fitted or top-dose-only effect, or another doubt; inactive = no such curve, though single readings can be large; an effect the other way counts as inactive or inconclusive. Unless noted, % is set by controls: 0 for no effect and ±100 for the full control effect; potency is the fitted concentration of half-maximal effect.
SMILES,TDP1 block,N370S GC,TDP1 cell noCPT
CCOc1ccc(C(=O)N2CCN(Cc3cc(=O)n4nc(-c5cccc(OC)c5)sc4n3)CC2)cc1,-2.7%,x,20.6µM*
Cc1ccc2nc(N(CCCN(C)C)C(=O)c3ccco3)sc2c1,4.6%&3.7%,4.0%,u
COC(=O)c1ccc(NC(=O)c2cc(-c3ccncc3)nc3ccccc23)cc1,3.7%,x,u
Cc1nnc(SCc2cccc(Cl)c2)n(N)c1=O,0.0%,1.6%,2.7%
Cc1cccc(Nc2nnc(-c3ccc(C)c(S(=O)(=O)N4CCOCC4)c3)c3ccccc23)c1,-2.2%[12.3 µM],x,6.51µM*
COc1ccccc1C(=O)N1CCN(C(=O)Cc2ccccc2)CC1,0.2%,-18.9%,-17.5%
N#Cc1nc(/C=C/c2ccc(F)cc2)oc1N1CCN(c2ccccc2)CC1,4.7%,x,-7.2%
COC(=O)n1c(SC)nc2ccccc21,4.0%,6.2%,-27.7%
O=C(CSc1n[nH]c(-c2ccccc2)n1)c1ccccc1,7.2%,26.3%,u
Cc1ccccc1Cn1cc(NS(=O)(=O)c2cn(C)nc2C)cn1,2.1%,5.1%,6.2%
O=C(O)CCCNc1cc(N2CCN(C(=O)c3ccco3)CC2)c2noc3c2c1C(=O)c1ccccc1-3,5.4%,14.0%,u
CN1/C(=C\C=N\O)C(C)(C)c2ccccc21,8.9%,2.5%,-25.3%

# Pulled by structure from above (two):
SMILES,TDP1 block,N370S GC,TDP1 cell noCPT
COc1ccccc1C(=O)N1CCN(C(=O)Cc2ccccc2)CC1,0.2%,-18.9%,-17.5%
Cc1nnc(SCc2cccc(Cl)c2)n(N)c1=O,0.0%,1.6%,2.7%

# Next section
SMILES,TDP1 block,N370S GC,TDP1 cell noCPT
O=C(c1[nH]ncc1-c1ccc(Cl)cc1)C1CO1 (stereo not given),3.5%,3.2%,4.61µM*
CCOc1ccc(NS(=O)(=O)c2ccc3[nH]cc(C(=O)NCc4ccccc4)c(=O)c3c2)cc1,-4.7%,x,u
COC(=O)c1cc2c(ccn2-c2ccc(F)cc2)n1Cc1cccc(OC)c1,7.9%,7.9%,16.4µM*
Cc1cccc(S(=O)(=O)NC(Cc2c[nH]c3ccccc23)C(=O)O)c1 (stereo not given),-2.3%,0.9%,3.1%
Cc1ccc([N+](=O)[O-])cc1NC(=O)CCCOc1ccccc1,3.1%,13.2%,-0.2%
COc1ccc(CNC(=O)CN(c2ccccc2OC)S(=O)(=O)c2cccs2)cc1,0.6%,x,u
O=S(=O)(c1ccc(F)cc1)N1CCC(Oc2cccc(C(F)(F)F)c2)CC1,-2.3%,x,u
O=C(NCCc1ccccc1)c1cc(-c2ccc(Br)cc2)on1,3.6%,x,-12.8%
CCOc1ccc2nc(N3CCCC(C(=O)NCCCOC)C3)sc2c1 (stereo not given),2.0%,x,18.4µM*
Cc1ccc(NC(=O)c2cnccn2)cc1S(=O)(=O)N1CCCCCC1,-17.4%,x,23.1µM*
CC(C)[C@@H]1NC(=O)c2cc([N+](=O)[O-])cc(F)c2NCCC[C@@H](C(N)=O)NC(=O)[C@H](CO)NC1=O,-2.6%,1.9%,x
O=C(O)c1ncc(Cl)c(Cl)c1Cl,-1.9%,-1.2%&5.3%,-0.4%&3.0%
Cc1cc(C)n2nc(C(=O)OCC(=O)NCc3ccc(F)cc3)nc2n1,-2.8%,x,31.6%[activator]
Cc1occc1-c1nnc(SCC(=O)c2c(N)n(C3CC3)c(=O)[nH]c2=O)n1C,-0.3%,x,1.1%
CC(=O)NC(CC(=O)OC(C)C(=O)Nc1ncc(Cl)cc1Cl)c1ccccc1 (stereo not given),0.1%,-5.2%,1.6%
Cc1nc([N+](=O)[O-])cn1CCCCN1C(=O)c2ccccc2C1=O,x,-11.5%,-17.4%
O=C(CSc1nnc(CNc2ccc(F)cc2)o1)c1ccccc1,x,-9.5%,u
CC(C)(C)N(Cc1ccccc1)C(=O)COC(=O)CSc1ccc([N+](=O)[O-])cc1,2.6%,2.3%,u
CCCc1nc(SCC(=O)NC2CC2)c2c(C)c(C)sc2n1,x,-9.5%,u
Brc1cccc(CNCCCN2CCOCC2)c1,1.2%,-1.9%,u
Cc1oc(C)c(C(=O)O)c1COc1ccc(C(=O)O)cc1,4.1%,-8.5%,-4.0%
O=C(CCCOC(=O)c1cccnc1Cl)c1ccc(Br)cc1,-12.8%,x,u
COc1ccc(CCNC(=O)c2cc(=O)c3cc(C)ccc3o2)cc1,7.1%,-0.9%,13µM*
C#CCOCCOCCOCCNc1nc(N2CCN(C(=O)[C@H](Cc3ccc(O)cc3)n3cc(CCO)nn3)CC2)nc(N2CCN(C(=O)[C@H](Cc3ccc(O)cc3)n3cc(CCO)nn3)CC2)n1,-10.5%,-18.6%,x
COc1cccc(/C=N/NC(=O)CCc2n[nH]c(=O)[nH]c2=O)c1O,1.1%,8.9%,u
CC(C)OC(=O)/C(=C/c1ccc2c(c1)c1ccccc1n2C)NC(=O)c1ccccc1,-1.9%,-6.0%,10.3µM*
CSc1ccc(C(=O)C2CCCN(Cc3ccc(N4CCNC4=O)cc3)C2)cc1 (stereo not given),x,-9.6%,u
COc1ccccc1C(CNC(=O)C(C)(C)Oc1ccc(Cl)cc1)N1CCCC1 (stereo not given),x,-11.1%,u
COc1ccccc1CNC(=O)CSc1ccc(C(=O)Nc2ccccc2OC)cc1[N+](=O)[O-],-3.4%,-4.9%,9.2µM*
C=C1C[C@@]23CC4C5[C@@]6(C)C[C@H](O)C[C@@]57C2[C@H](O)[C@@H]1[C@H](O)[C@H]3[C@H]7N4C6,5.0%,-9.0%,-8.6%[9.04 µM]
O=S(=O)(Nc1ccc(S(=O)(=O)Nc2cccc3ccccc23)cc1)c1ccccc1,3.5%,u,-22.0%
CCN(CC)C(=O)CSc1nnc(CNc2ccc(F)cc2)n1-c1ccccc1,2.5%,1.0%,-27.2%
O=C(CN1CCCC1)N1CCN(c2ccccc2)CC1,-2.4%,-9.7%,4.2%
Cc1ccc(S(=O)(=O)CCC(=O)Nc2nc(-c3ccccn3)cs2)cc1,3.3%,x,5.8µM*
COc1ccc(CN2CCN(Cc3ccc(C)cc3)C(CCO)C2)cc1OC (stereo not given),x,6.3%,-10.5%
c1coc(CNC2CCCCCCC2)c1,3.1%,0.2%,-9.7%

# Four compounds from above, showing only TDP1 block.
Structure	TDP1 block
COc1ccccc1C(=O)N1CCN(C(=O)Cc2ccccc2)CC1	0.2%
COC(=O)c1ccc(NC(=O)c2cc(-c3ccncc3)nc3ccccc23)cc1	3.7%
O=C(CSc1n[nH]c(-c2ccccc2)n1)c1ccccc1	7.2%
CC(C)OC(=O)/C(=C/c1ccc2c(c1)c1ccccc1n2C)NC(=O)c1ccccc1	-1.9%

# The listing continues:
SMILES,TDP1 block,N370S GC,TDP1 cell noCPT
COc1ccc(CN(C)S(=O)(=O)c2nnc(NC(=O)c3cccc(F)c3)s2)cc1OC,2.1%,0.5%,-23.2%
COc1ccc(N(CC(=O)NCCc2ccccc2)C(=O)CCC(=O)Nc2nccs2)c(OC)c1,3.7%[0.0935 µM],-11.4%,u
O=C(C1CCN(S(=O)(=O)c2ccccc2)CC1)N1CCN(c2ccccc2F)CC1,1.1%,x,-28.6%
CCC(C)NS(=O)(=O)c1ccc(N2CCCCS2(=O)=O)cc1 (stereo not given),3.8%,x,u
COc1cc(OC)cc(C(=O)N[C@H](C(=O)Nc2nc(-c3cc(OC)ccc3OC)cs2)C(C)C)c1,-1.6%,18.7%,u
CCOC(=O)CN1C(=O)C(=O)N(Cc2c(Cl)cccc2Cl)C1=O,x,23.2%,-20.6%
Cc1c(O)c2ccccc2oc1=O,x,2.3%,-7.1%
CCc1cc(C(=O)Nc2cnn(Cc3ccccc3C)c2)no1,0.0%,x,u
CCSc1nnc(NC(=O)C2CCCCC2C(=O)O)s1 (stereo not given),5.3%,0.9%,-11.4%
CC1CCC(C(C)C)C(OC(=O)Cn2nnc3c(cnn3-c3ccccc3)c2=O)C1 (stereo not given),x,-7.2%,u
Cc1cccc(NC(=O)c2cccnc2Cl)n1,3.1%,29.1%,21.4%
COC(=O)COn1c(-n2nc(C)cc2C)nc2ccccc2c1=O,7.8%,3.6%,u
COc1ccccc1NC(=O)C1=C(C)Nc2nc(SCc3ccccc3Cl)nn2C1c1ccncc1 (stereo not given),5.9%,x,-4.3%
COc1ccc(-c2c3c([nH]c(=S)c2C#N)CCC3)cc1,7.2%,9.2%,u
O=C(Cc1cccs1)Nc1cc(S(=O)(=O)N2CCCCC2)ccc1Cl,-3.4%,x,-18.1%
O=C(CC1NC2CCCCC2NC1=O)Nc1ccc2c(c1)OCO2 (stereo not given),4.4%,-5.5%,-5.3%
CCOC(=O)C1(CCSC)NC(c2ccco2)C2C(=O)N(CC)C(=O)C21 (stereo not given),2.3%,3.1%,-16.4%
CCC(=O)NC(=S)Nc1ccccc1C(=O)OC,-1.2%,3.9%,-2.6%
CN(C(=O)COC(=O)Cc1ccccc1[N+](=O)[O-])C1CCS(=O)(=O)C1 (stereo not given),0.3%,x,-9.3%
CCC(C)(C)n1nnnc1C(c1cc(OC)c(OC)c(OC)c1)N1CCN(c2ccccc2)CC1 (stereo not given),-2.6%,5.3%,-21.8%
COc1ccc(NC(=O)Cc2coc3cc(C)ccc23)cn1,-5.4%,7.3%,-8.8%
COc1cc2c(cc1OC)C(C(=O)Nc1cccc(C)n1)C(c1cccnc1)N(C)C2=O (stereo not given),-2.5%,-6.0%,u
Cc1ccc2c(c1)sc1nc(-c3cc4cc(Cl)ccc4oc3=O)cn12,3.4%,x,-11.9%
CCOC(=O)c1sc(NC(=O)CSc2ncccn2)nc1C,0.6%,-6.5%,-39.9%
O=C(Nc1cc(Cl)ccc1O)c1cc(-c2ccc3c(c2)OCO3)on1,-0.9%,x,2.3%
S=C(Nc1ccc(N2CCOCC2)cc1)Nc1ccc2snnc2c1,5.0%,18.0%,u
Cc1ccc(-n2nnnc2SCC(=O)NCC2(N3CCOCC3)CCCCC2)c(C)c1,0.6%,-14.1%,16.4µM*
O=C(OCc1nnc(-c2ccccc2)o1)C1CC(=O)N(CCc2ccccc2)C1 (stereo not given),-5.1%,x,u
NS(=O)(=O)c1ccc(NC(=O)COC(=O)c2cnccn2)cc1,5.1%,-0.5%,-0.5%
CCOc1ccc(C(=O)NC(Cc2ccccc2)C(=O)OC)cc1 (stereo not given),7.3%,-4.1%,4.6%
COc1ccc(CNC(=O)COC(=O)c2ccc3ncsc3c2)cc1OC,0.8%,x,0.5%
COc1cc(OC)cc(C2C(C#N)=C(N)Oc3n[nH]c(-c4cccnc4)c32)c1 (stereo not given),5.5%,1.4%,-6.7%
CCOc1ccc(N(CC(=O)NC2CCCCC2)C(=O)CCC(=O)Nc2cc(C)ccn2)cc1,3.4%,-5.3%,u
O=C1C=C(c2cccc(CO)c2)C[C@@H](c2ccc3c(c2)OCO3)C1,1.7%,x,u
Cc1ccc(OCC(O)Cn2c(NCCc3ccccc3)nc3c2c(=O)[nH]c(=O)n3C)cc1 (stereo not given),0.0%,8.4%,u
O=C(CN1CCOCC1)Nc1ccccc1C(=O)O,-1.9%,17.3%,-2.0%
COc1ccc(OC)c2sc(Cl)nc12,-1.2%,-6.6%,9.7%
O=C(c1ccncc1)c1ccc([N+](=O)[O-])cc1,-2.7%,-3.5%,-16.7%
S=C(NCCc1ccccc1)NCC(c1ccco1)N1CCCCC1 (stereo not given),7.7%,7.9%,23.1µM*
CCC(CC)C(=O)NCCCN1CCOCC1,3.2%,25.7%,-19.2%
O=S(=O)(NCc1cccnc1)c1ccc(Br)s1,1.0%,-2.2%,-14.7%
CCC(=O)Nc1nnc(S(=O)(=O)N(C)c2cc(C)cc(C)c2)s1,x,-3.3%,-9.3%
COc1ccc(CN2C(=O)c3ccccc3C2=O)cc1C(=O)N(C)CC(=O)Nc1ccc(F)cc1,0.4%,x,-10.3%
COc1cc(C(=S)N2CCOCC2)cc(OC)c1OS(=O)(=O)c1ccc(Cl)cc1,x,-4.9%,u
O=C(NCc1cccnc1)C1CCCN(S(=O)(=O)c2ccc(Br)cc2)C1 (stereo not given),0.0%,0.8%,u
Cc1ccc(-c2cnn(-c3ccccc3)c2N)cc1,x,3.8%,10.3%
Cc1cccc(NCCC(=O)c2ccc([N+](=O)[O-])cc2)c1C,-5.4%,2.2%,u
CC(=O)NCC(=O)NC(C(=O)Nc1ccc2c(c1)OCCO2)c1ccccc1 (stereo not given),3.3%,-18.6%,-2.6%
O=c1c2ccccc2nc(-c2ccco2)n1Cc1ccccc1,5.1%,14.8%,u
Cc1c(C(=O)OC(C)C)sc(NC(=O)C2CCCO2)c1C(=O)OC(C)C (stereo not given),4.0%,6.2%,u
Cc1cccc(N2CC(C(=O)NCc3ccco3)CC2=O)c1C (stereo not given),0.0%,x,-25.5%
O=C(CSc1nnc(-c2cccs2)n1C1CC1)NC1CCS(=O)(=O)C1 (stereo not given),-0.2%,x,8.3%
Cc1ccc(OCC(=O)Nc2cccnc2Cl)cc1C,x,-3.3%,-24.7%

# The list is partial, so the mix of outcomes need not match the whole.
